PAFAH1B2 FP inh: blocks human PAF acetylhydrolase 1b catalytic subunit 2 | P68402 | 340,000 compounds, 1.2% hits | recombinant PAFAH1B2, FP-rhodamine activity probe, fluorescence polarization | AID 492953 | inhibition, % at 3.39 µM;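 active = inhibition above the mean of all tested compounds plus 3 SD, cut at about 24% in these data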;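 also: 0% = enzyme with DMSO and 100% = wells lacking PAFAH1B2; many of its hits are not listed in these tables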
ZTA counter: counter-screen for EBNA-1 inhibitors: inhibitors of Epstein-Barr virus ZTA. P03206. ZTA-DNA binding, fluorescence polarization. inhibition, % at 11 µM. 320,000 compounds, 0.15% hits. AID 2234; in the data active = inhibition above about 33%
PREPL inhibitor: inhibitors of human prolyl oligopeptidase-like enzyme PREPL; inhibition, % at 5.96 µM; recombinant PREPL, fluorescence polarization activity-based probe; 320,000 compounds, 0.68% hits; Q4J6C6; in the data active = inhibition above about 43%;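 also: 0% = enzyme with DMSO and 100% = wells lacking enzyme; many of its hits are not listed in these tables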
LYPLA1 counter: LYPLA1 (human) inhibition in PME1 counter-screen | 320,000 compounds, 0.16% hits | O75608 | inhibition, % at 5.9 µM | AID 2174 | recombinant LYPLA1, FP-Rh probe fluorescence polarization;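 active = inhibition above the mean of all tested compounds plus 3 SD, set per campaign, cut at about 14% in these data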;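 also: inhibitors block serine hydrolase probe labeling of LYPLA1 so polarization falls; 0% = enzyme with DMSO and 100% = wells lacking LYPLA1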
Target sequence (O75608 whole entry, looked up): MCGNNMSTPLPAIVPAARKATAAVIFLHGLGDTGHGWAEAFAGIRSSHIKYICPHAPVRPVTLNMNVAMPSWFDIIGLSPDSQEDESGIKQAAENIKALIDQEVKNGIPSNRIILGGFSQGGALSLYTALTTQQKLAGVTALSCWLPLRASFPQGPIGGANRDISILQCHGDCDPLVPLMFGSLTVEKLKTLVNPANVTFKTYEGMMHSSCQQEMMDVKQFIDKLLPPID
pPAFAH FP inh: inhibitors of human plasma PAF acetylhydrolase (pPAFAH); recombinant pPAFAH, FP-rhodamine probe fluorescence polarization; AID 463082; inhibition, % at 3.39 µM; 330,000 compounds, 1.5% hits;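 active = inhibition above the mean inhibition across the screen plus 3 SD, cut at about 25% in these data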;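 also: inhibitors block binding of the rhodamine activity-based probe so polarization drops; 0% = enzyme with DMSO and 100% = wells lacking pPAFAH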
PAFAH1B3 FP inh: PAFAH1B3 (human) inhibition | recombinant PAFAH1B3, FP-rhodamine probe, fluorescence polarization | 340,000 compounds, 0.28% hits | Q15102 | inhibition, % at 3.39 µM;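 active = inhibition above the screen-wide average of all tested compounds plus 3 SD, cut at about 25% in these data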;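 also: 0% = enzyme with DMSO only and 100% = wells lacking PAFAH1B3 protein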
Target sequence (Q15102 whole entry, looked up): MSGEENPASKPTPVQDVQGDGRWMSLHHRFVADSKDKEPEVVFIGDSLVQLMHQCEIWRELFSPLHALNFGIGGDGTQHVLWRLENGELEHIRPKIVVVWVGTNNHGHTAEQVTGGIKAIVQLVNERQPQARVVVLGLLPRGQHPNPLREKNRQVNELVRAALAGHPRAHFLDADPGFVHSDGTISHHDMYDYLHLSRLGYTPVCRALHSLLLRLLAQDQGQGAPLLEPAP
PAFAH2 FP inh: inhibitors of human PAFAH2; Q99487; recombinant PAFAH2, FP-rhodamine activity probe, fluorescence polarization; inhibition, % at 3.39 µM; 340,000 compounds, 0.99% hits;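 active = inhibition above the mean over all tested compounds plus 3 SD, cut at about 30% in these data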;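 also: inhibitors block probe labeling of enzyme so polarization drops; 0% = enzyme with DMSO and 100% = wells lacking PAFAH2 protein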
LYPLA2 inh: counter-screen for PME1 inhibitors: inhibitors of human LYPLA2 | O95372 | recombinant LYPLA2, FP-Rh probe fluorescence polarization | inhibition, % at 5.9 µM | 320,000 compounds, 0.38% hits | AID 2177;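 active = inhibition above the screen-wide mean plus 3 SD, limit set per campaign, cut at about 26% in these data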;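 also: 0% = LYPLA2 with DMSO and 100% = wells lacking LYPLA2 enzyme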
Target sequence (O95372 whole entry, looked up): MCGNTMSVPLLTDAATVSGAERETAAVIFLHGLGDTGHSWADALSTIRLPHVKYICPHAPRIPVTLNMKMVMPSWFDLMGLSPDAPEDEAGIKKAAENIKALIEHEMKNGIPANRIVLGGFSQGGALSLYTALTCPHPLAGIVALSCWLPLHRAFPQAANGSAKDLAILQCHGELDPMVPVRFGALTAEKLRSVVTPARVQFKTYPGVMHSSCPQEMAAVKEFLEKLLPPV
EBNA-1 inh: blocks EBNA-1 binding to DNA; EBNA-1 DNA binding, fluorescence polarization; inhibition, % at 14.8 µM; AID 1950; 300,000 compounds, 0.34% hits; in the data active = inhibition above about 28%
* hit, by the source's call; x = not tested or not shown. Only part of the results is shown; rates above refer to the full screens.

Values run as follows: PAFAH1B2 FP inh, ZTA counter, PREPL inhibitor, LYPLA1 counter, pPAFAH FP inh, PAFAH1B3 FP inh, PAFAH2 FP inh, LYPLA2 inh, EBNA-1 inh
1. O=C(CO/N=C/c1ccc(Cl)cc1Cl)NNC(=O)c1cccc(Cl)c1
  1, 3, -6, 1, 1, 3, -5, 0, -2
2. Cc1noc(NS(=O)(=O)c2ccc(NC(=O)COc3ccc(Cl)cc3Cl)cc2)c1C
  12, 9, -5, 14, 4, 2, 12, 6, -7
3. O=C1CNC(=O)/C1=C\c1ccc(O)cc1
  7, -4, 2, 0, 5, -1, 1, -3, -6
4. CCc1c(C)sc(NC(=S)Nc2nc(C)cc(C)n2)c1C(=O)OC
  0, 2, -1, -5, -2, 6, -2, -11, -12
5. CC(C)CNC(=O)COC(=O)CCC(=O)c1ccc(Cl)cc1
  3, 11, -1, -2, 17, -2, 11, -5, -6
6. O=C(NC1CCCCC1)C(c1ccc(F)cc1)N(Cc1ccco1)C(=O)Cn1nnc2ccccc21 (stereo unspecified)
  7, -1, 6, -3, 5, 2, -7, -2, 13
7. COCCCNC(=O)CNC(=O)c1nn(-c2ccc(OC)cc2OC)c(=O)c2ccccc12
  -1, -12, 0, -1, 1, 3, 5, 7, -13
8. CC(C)(C)OC(=O)NCCCC[C@H](NC(=O)c1nc[nH]c1C(=O)N[C@@H](CCCCNC(=O)OC(C)(C)C)C(=O)OC(C)(C)C)C(=O)OC(C)(C)C
  -7, 3, 4, -7, 14, 3, -7, -6, -15
9. CCCc1nc2oc3ccccc3c(=O)c2c(=O)n1-c1ccc(C)cc1
  x, -4, 2, 0, 2, x, x, 1, 3
10. O=C(Oc1ccc2ccccc2c1Cl)N1CCCC1
  3, 29, -13, -2, 5, -8, 6, 5, 8
11. O=C(NCCc1ccc(Cl)cc1)C1CCC(=O)N1Cc1ccc(F)cc1 (stereo unspecified)
  28*, -6, 2, -3, -1, 1, 10, -4, 10
12. CN(C(=O)COC(=O)c1cc2c(s1)CCCCC2)C1CCS(=O)(=O)C1 (stereo unspecified)
  2, -18, 13, 4, 6, 1, 0, 3, 6
13. CC(=O)C(Cc1ccccc1)NC(=O)CN(C)Cc1ccccc1Cl (stereo unspecified)
  0, 5, 10, 3, 3, 9, -9, 2, 6
14. Cc1cc(C(=O)NC(C)CCc2ccccc2)ccc1[N+](=O)[O-] (stereo unspecified)
  3, -2, 2, 1, 4, 5, 4, 4, 4
15. COc1ccc(Nc2nnc(-c3ccccc3)c3ccccc23)cc1C(=O)N1CCCCC1
  3, 14, 17, -4, 2, 3, 10, -6, 12
16. O=[N+]([O-])c1cccc(/C=C/c2nc(C=Nc3ccc4ccccc4c3)c(O)o2)c1
  0, 7, -1, -4, 2, -13, 2, 3, 7
17. Cc1ccc([N+](=O)[O-])cc1NC(=O)C[n+]1ccccc1
  -2, -8, 7, -3, -2, 1, -1, -1, 1
18. CCOc1ccc(NC(=O)C2Cc3ccccc3CN2S(=O)(=O)CC)cc1 (stereo unspecified)
  6, -3, 2, 0, 4, 5, 11, 1, 1
19. Cc1ccc(NC(=O)c2ccc(Cn3cc(Br)cn3)o2)cc1
  -6, 17, -6, -4, 4, -6, 2, -3, 0
20. Cc1ccc2c(c1)C(c1ccccc1)N(C(=O)c1ccccc1)CC(=O)N2 (stereo unspecified)
  1, 12, 8, -1, 3, 7, -2, -1, 5
21. OCCn1c(CSc2nc3ccccc3n2CCO)nc2ccccc21
  -1, -1, 5, -2, 1, -1, 4, 2, 4
22. O=C(NCCc1ccc(F)cc1)NC12CC3CC(CC(C3)C1)C2
  19, -6, 5, 0, 12, 10, 8, 1, -5
23. S=c1[nH]nc(CN2CCCC2)n1Cc1ccccc1
  3, -8, -3, -4, 1, -3, 2, 2, 4
24. CCC(NC(=O)COc1ccc([N+](=O)[O-])cc1)c1ccccc1 (stereo unspecified)
  x, -4, -2, 1, 2, x, x, 6, 1
25. Cc1ccc(-n2nnnc2CS(=O)(=O)c2ccccc2)c(C)c1
  3, -11, 10, 0, -2, 12, -1, -2, 7
26. Cc1onc(-c2c(F)cccc2Cl)c1C(=O)OCC(=O)NC(N)=O
  4, 1, -14, -2, -2, 6, 3, -1, -9

Among those listed so far, these contain a halogen.
Values run as follows: PAFAH1B2 FP inh, ZTA counter, PREPL inhibitor, LYPLA1 counter, pPAFAH FP inh, PAFAH1B3 FP inh, PAFAH2 FP inh, LYPLA2 inh, EBNA-1 inh
1. O=C(CO/N=C/c1ccc(Cl)cc1Cl)NNC(=O)c1cccc(Cl)c1
  1, 3, -6, 1, 1, 3, -5, 0, -2
2. Cc1noc(NS(=O)(=O)c2ccc(NC(=O)COc3ccc(Cl)cc3Cl)cc2)c1C
  12, 9, -5, 14, 4, 2, 12, 6, -7
5. CC(C)CNC(=O)COC(=O)CCC(=O)c1ccc(Cl)cc1
  3, 11, -1, -2, 17, -2, 11, -5, -6
6. O=C(NC1CCCCC1)C(c1ccc(F)cc1)N(Cc1ccco1)C(=O)Cn1nnc2ccccc21 (stereo unspecified)
  7, -1, 6, -3, 5, 2, -7, -2, 13
10. O=C(Oc1ccc2ccccc2c1Cl)N1CCCC1
  3, 29, -13, -2, 5, -8, 6, 5, 8
11. O=C(NCCc1ccc(Cl)cc1)C1CCC(=O)N1Cc1ccc(F)cc1 (stereo unspecified)
  28*, -6, 2, -3, -1, 1, 10, -4, 10
13. CC(=O)C(Cc1ccccc1)NC(=O)CN(C)Cc1ccccc1Cl (stereo unspecified)
  0, 5, 10, 3, 3, 9, -9, 2, 6
19. Cc1ccc(NC(=O)c2ccc(Cn3cc(Br)cn3)o2)cc1
  -6, 17, -6, -4, 4, -6, 2, -3, 0
22. O=C(NCCc1ccc(F)cc1)NC12CC3CC(CC(C3)C1)C2
  19, -6, 5, 0, 12, 10, 8, 1, -5
26. Cc1onc(-c2c(F)cccc2Cl)c1C(=O)OCC(=O)NC(N)=O
  4, 1, -14, -2, -2, 6, 3, -1, -9

An excerpt of these results, in transposed form:
19	Cc1ccc(NC(=O)c2ccc(Cn3cc(Br)cn3)o2)cc1
10	O=C(Oc1ccc2ccccc2c1Cl)N1CCCC1
Assay by compound,19,10
PAFAH1B2 FP inh,-6,3
ZTA counter,17,29
PREPL inhibitor,-6,-13
LYPLA1 counter,-4,-2
pPAFAH FP inh,4,5
PAFAH1B3 FP inh,-6,-8
PAFAH2 FP inh,2,6
LYPLA2 inh,-3,5
EBNA-1 inh,0,8

Compound activity (PubChem)
